697 NFkB inh – lowers PMA/ionomycin-induced NF-kB signal in 697 B cells; 697 B-cell NF-kB luciferase reporter, 16 h; inhibition, % at 4 µM; 330,000 compounds, 0.33% hits; in the data active means inhibition above about 35%
Jurkat NFkB inh – lowers PMA/ionomycin-induced NF-kB signal in Jurkat cells | inhibition, % at 4 µM | PMA/ionomycin-induced NF-kB luciferase reporter, luminescence | 330,000 compounds, 0.53% hits | AID 435003; in the data active means inhibition above about 50%
tim23-1 inh – tim23-1 yeast growth inhibition; S. cerevisiae tim23-1 growth, BacTiter-Glo luminescence, 24 h; inhibition, % at 20 µM; 330,000 compounds, 1.3% hits; AID 463212;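 active means growth inhibition of the mutant yeast at or above 50%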;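 further: temperature-sensitive mutant grown at 25 °C; plate controls were DMSO-treated mutant yeast for no effect and medium wells lacking yeast for full effect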
XBP1 UPR activ – adaptive UPR (XBP1) activation; CHO-XBP1 luciferase reporter, IRE1-XBP1 UPR activation, luminescence; percent of tunicamycin response, DMSO as zero; activation, % at 20 µM; 330,000 compounds, 0.33% hits;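 active means versus positive control, 20 µM dose yields 30% or more activation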;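 further: 100% = tunicamycin at 10 µg/mL and 0% = DMSO only wells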
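Test system: CHO-XBP1 luciferase reporter cells | Buffer or medium: Serum-containing F12 medium, 10% FBS | Schedule: 6 h compound exposure at 37 °C, 5% CO2 | Detection: Steady-Glo luciferase glow luminescence, 10 min after reagent addition | Read-out basis: Activation, % of tunicamycin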
TIM10 inh – inhibits growth of TIM10 yeast strain. S. cerevisiae TIM10 strain growth, BacTiter-Glo luminescence, 24 h. inhibition, % at 10 µM. 330,000 compounds, 1.4% hits. AID 463195;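 active means inhibition of 40% or more at the single tested concentration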;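 further: wild-type TIM10 isogenic control strain grown at permissive 25 °C; 0% = DMSO yeast wells and 100% = minimal medium wells without yeast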
Mdm2-MdmX inh – disrupts the human Mdm2-MdmX interaction. SaOS-2 split-luciferase Mdm2/MdmX complementation, luminescence. O15151+Q00987. 330,000 compounds, 3% hits. inhibition, % at 8 µM. AID 485346;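 active means inhibition of at least 50% at 8 µM in the primary screen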
Target sequence (O15151 whole entry, looked up): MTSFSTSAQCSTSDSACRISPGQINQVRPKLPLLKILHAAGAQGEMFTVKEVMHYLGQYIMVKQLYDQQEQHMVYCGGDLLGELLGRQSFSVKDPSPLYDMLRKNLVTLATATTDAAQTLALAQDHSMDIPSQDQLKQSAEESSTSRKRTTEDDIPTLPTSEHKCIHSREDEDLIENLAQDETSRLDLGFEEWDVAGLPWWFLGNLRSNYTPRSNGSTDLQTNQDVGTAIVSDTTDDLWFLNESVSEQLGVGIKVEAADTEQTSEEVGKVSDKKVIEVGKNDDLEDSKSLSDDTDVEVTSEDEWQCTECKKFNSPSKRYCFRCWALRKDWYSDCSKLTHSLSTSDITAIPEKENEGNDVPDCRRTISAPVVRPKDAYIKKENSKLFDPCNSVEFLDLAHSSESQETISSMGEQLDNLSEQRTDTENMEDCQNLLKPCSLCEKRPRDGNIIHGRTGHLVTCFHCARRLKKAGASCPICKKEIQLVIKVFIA
Target sequence (Q00987 whole entry, looked up): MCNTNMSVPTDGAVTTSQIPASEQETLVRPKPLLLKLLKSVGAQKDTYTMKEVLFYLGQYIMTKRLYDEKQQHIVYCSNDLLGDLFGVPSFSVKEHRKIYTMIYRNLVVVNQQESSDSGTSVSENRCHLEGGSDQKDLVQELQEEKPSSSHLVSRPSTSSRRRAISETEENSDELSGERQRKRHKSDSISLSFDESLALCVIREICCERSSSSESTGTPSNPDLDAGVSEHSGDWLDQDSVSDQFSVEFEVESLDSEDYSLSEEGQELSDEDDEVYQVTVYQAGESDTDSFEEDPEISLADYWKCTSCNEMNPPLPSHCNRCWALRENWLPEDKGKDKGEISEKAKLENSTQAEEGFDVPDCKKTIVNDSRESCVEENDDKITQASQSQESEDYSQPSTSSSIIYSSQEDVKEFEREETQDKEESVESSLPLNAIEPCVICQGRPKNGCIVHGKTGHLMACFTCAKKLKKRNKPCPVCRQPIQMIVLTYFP
tim10-1 inh – inhibits growth of tim10-1 mutant yeast; S. cerevisiae tim10-1 ts strain growth, BacTiter-Glo, 24 h; inhibition, % at 20 µM; 330,000 compounds, 2.2% hits;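 active means inhibition of at least 40%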;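 further: mutant grown at 25 °C; 0% = DMSO wells with yeast and 100% = wells holding no yeast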
UPR CHOP act – activators of apoptotic arm of unfolded protein response (CHOP); CHO-CHOP luciferase reporter, UPR activation, luminescence; percent of tunicamycin response over DMSO baseline; activation, % at 10 µM; 330,000 compounds, 0.34% hits; AID 449763;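 active means at 10 µM dose, activation of 40% or more, normalized to positive control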;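 further: 100% = tunicamycin at 10 µg/mL and 0% = DMSO alone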
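Evaluation: % reporter activation, DMSO baseline versus tunicamycin full activation; System: CHO-CHOP luciferase reporter cell line; Input: 500 cells/well; Incubation: 6 h compound treatment, 37 °C; Measured by: Steady-Glo luciferase luminescence; Dosing: one dose, 10 µM in 0.5% DMSO; Buffer or medium: F12 medium, 10% FBS; Benchmarks: positive tunicamycin 10 µg/mL, negative DMSO alone.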
Active calls of the source: *.

Structure,XBP1 UPR activ,UPR CHOP act,tim10-1 inh,Mdm2-MdmX inh,TIM10 inh,Jurkat NFkB inh,697 NFkB inh,tim23-1 inh
CCn1c(SCC(=O)Nc2ccc(Br)cc2)nc2sc3c(c2c1=O)CCN(C)C3,-2,-0.3,33,-6,3,7,23,6
O=C(Nc1cccc(F)c1)C1CCN(C(=O)N2CCOc3ccccc32)CC1,-1,-0.9,11,2,5,0,-1,6
O=C(NCCCc1ccccc1)c1c(O)nc2sccn2c1=O,0,0.0,36,75*,31,6,16,70*
CC1=CC(C)(C)N(C(=O)CSc2nnc(C)s2)c2ccc(C)cc21,-2,-0.2,27,-10,-13,-6,-12,47
O=C(CN1CCS(=O)(=O)CC1)N/N=C/c1cccc(C(F)(F)F)c1,-3,2.3,16,14,2,7,-9,10
CCC(=O)NCCc1nc2cc(NC(=O)COc3ccccc3)ccc2n1C,-1,7.4,13,-13,-11,-44,-20,15
C=CCOc1ccc2c(c1)C(=NO)c1cc(OCC=C)ccc1-2,7,1.6,0,14,-19,-11,-65,21
CCCNC(=S)N1CCC(C(=O)c2ccc(Cl)cc2)CC1,-2,0.1,20,-2,-5,-8,-36,29
Cc1c(CC(=O)O)c(=O)oc2c(C)c3occ(-c4ccc(Br)cc4)c3cc12,-1,2.0,20,27,24,-1,-7,33
Cc1ccn2c(=O)nc(SCC(=O)N3N=C(c4cccs4)CC3c3ccc(F)cc3)nc2c1 (centres undefined),-2,1.8,27,23,19,9,-24,34
COc1ccc(N(C(=O)CSCC(=O)Nc2cc(C)on2)C(C(=O)NC2CCCCC2)c2ccc(O)c(O)c2)cc1 (centres undefined),1,0.5,-9,12,1,-7,-2,-7
O=C(Nc1ccc2c(c1)Cc1ccccc1-2)c1cccnc1,4,6.9,-22,-88,14,-98,-85,31
Cc1ccc(S(=O)(=O)N(C)CC(=O)OCC(=O)NC(=O)NC(C)C)cc1,1,-0.5,-3,-32,-6,3,8,10
Cc1ccc2cc(C=O)c(Cl)nc2c1,-1,0.9,13,-25,31,-5,-3,50*
CCN(CC)c1ccc(NC(=O)COC(=O)Cc2ccsc2)cc1,-1,-1.5,8,30,-9,16,11,11
CCC(NC(=O)NCCCn1ccnc1)(C(F)(F)F)C(F)(F)F,-2,-0.5,6,-5,-7,-9,10,-4
O=C(N/N=C/c1cc(Br)cc(Br)c1O)c1cccc(S(=O)(=O)N2CCOCC2)c1,4,0.3,11,59*,-2,-2,-9,48
O=C(Nc1ncc2c(n1)CC(c1ccco1)CC2=O)c1ccccc1 (centres undefined),-2,1.8,27,1,-6,-12,-8,5
CC(C(=O)Nc1c2c(cc3c1CCC3)CCC2)N1CCCC1 (centres undefined),-1,4.6,3,9,-7,7,2,-9
COc1ccc2[nH]c(=O)c3c(c2c1)OC(C)(C)C=C3,-5,-2.6,17,90*,2,9,4,1
CCN(C(=O)c1ccc2c(OC)n(CC)nc2c1)c1ccc(OC)cc1,-3,-1.0,-36,7,5,-3,2,-1
CCCC(C)C(=O)Nc1nnc(C)s1 (centres undefined),0,-1.2,-5,-7,-5,-3,-8,-7
CC(C)CCN(C(=O)c1ccc(Br)cc1)c1c(N)n(Cc2ccccc2)c(=O)[nH]c1=O,0,1.5,-6,-26,-1,1,6,6
CC(C)c1ccc(NC(=O)C2CCN(c3ncnc4c3nc3n4CCCCC3)CC2)cc1,-1,-0.3,0,72*,8,-18,-57,-8
C[C@@H]1CCCCCCCCC(=O)OCCN1C(=O)OC(C)(C)C,-1,-1.7,10,4,0,1,-7,31
CN(C(=O)c1ccccc1)c1nccnc1C#N,-4,1.2,3,2,6,-3,-24,14
Cc1n[nH]c(C)c1CN(C)C(=O)C1CCC(=O)N(CC2CCCCC2)C1 (centres undefined),0,1.1,1,14,-9,3,-5,-11
COCCn1c(SCC(=O)Nc2ccc(F)cc2F)nc2c([nH]c3ccccc32)c1=O,-2,1.0,-3,55*,3,-14,-13,8
CCC1CCCCN1S(=O)(=O)c1ccc(C(=O)Nc2nnc(C3=COCCO3)o2)cc1 (centres undefined),-5,-1.0,0,25,-4,-5,-4,1
COCCNCc1ccc(C(C)C)cc1,1,2.2,0,9,-1,-18,-13,5
O=C1OC(Nc2cc(Br)cc3cccnc23)c2ccccc21 (centres undefined),-6,2.7,8,15,15,18,21,-1
Cc1ccc(C(=O)Nc2ccc(N3CCCC3)cc2)c(C)c1,1,2.9,-19,-20,-9,-21,-18,-11
CCc1ccc(NC(=O)CC2C(=O)NCCN2C(=S)Nc2ccccc2)cc1 (centres undefined),0,0.9,6,-4,7,-7,-2,13
CSCCC(NC(=O)c1ccco1)c1nc2ccccc2[nH]1 (centres undefined),-1,-1.0,4,12,-7,-2,22,-3
O=C(COC(=O)c1nc(Cl)ccc1Cl)Nc1ccc2[nH]c(=O)[nH]c2c1,-2,-0.2,-27,23,-30,-11,-6,-38
COc1cc2c(cc1OC)CN(C(=O)/C=C/c1ccc(F)cc1)CC2,1,2.2,-9,-1,12,0,13,14
COc1cccc(C2CC(c3cccc(C)c3)n3ncnc3N2)c1 (centres undefined),-2,1.7,30,-20,20,-11,3,35
Cc1cc([N+](=O)[O-])nn1CC(=O)Nc1c(C)n(C)n(-c2ccccc2)c1=O,-1,0.2,-5,6,-12,-11,-6,12
CCOC(=O)N1CCC(N2CCN(CCC(C)C)C(CCO)C2)CC1 (centres undefined),-2,-2.0,8,27,7,-3,-12,0
CSc1nnc(C)c(=O)[nH]1,-1,-2.3,-1,16,4,-15,5,2
O=C(OCC(=O)N1CCN(c2ccccc2)CC1)c1cc(Cl)ccc1[N+](=O)[O-],-1,1.5,24,21,7,13,7,36
COc1ccc(NC(=O)CN(C)C(=O)c2n[nH]c3ccccc23)cc1,0,5.4,9,-11,2,-20,-9,6
CC(=O)N1CCN(C(=S)Nc2cc(S(=O)(=O)N3CCOCC3)ccc2Cl)CC1,-2,-0.6,10,-19,14,5,11,-2
CC(C)CNC(=O)CN1c2cccc3cccc(c23)S1(=O)=O,3,-1.2,5,-12,4,-20,-15,23
COc1cc(OC)cc(C(=O)NNC(=O)CCC(=O)c2cccs2)c1,-2,0.4,1,17,0,6,-4,14
O=C(Nc1ccc([N+](=O)[O-])cc1)c1ccccc1F,3,3.6,19,-16,-22,-80,-70,19
COC(=O)c1sccc1NC(=O)c1cccc(OC)c1,4,-2.5,29,16,3,0,5,39
CCn1ncc(NC(=S)NCCc2ccc(OC)c(OC)c2)c1C(N)=O,-2,-0.6,-3,30,6,-5,2,3
CCN(CC)CC#CCC(O)(c1ccccc1)C1CCCC1 (centres undefined),-5,-1.8,12,2,-15,-5,7,6
O=C(NC12CC3CC(CC(C3)C1)C2)c1cc([N+](=O)[O-])ccc1N1CCOCC1,-1,-1.5,28,20,-1,-8,2,10

New compounds follow
Structure,XBP1 UPR activ,UPR CHOP act,tim10-1 inh,Mdm2-MdmX inh,TIM10 inh,Jurkat NFkB inh,697 NFkB inh,tim23-1 inh
Cc1ccc(S(=O)(=O)NCC(=O)OCc2nnc(-c3ccccc3)o2)cc1C,5,3.6,-2,13,-11,-7,-4,-6
O=C(Nc1ccc(F)cc1F)N1CCCCCC1,0,1.1,-8,19,3,-2,-9,-10
COc1ccc(C2=NN(C(=O)c3ccco3)C(c3cc4ccccc4nc3Cl)C2)cc1 (centres undefined),16,2.6,6,82*,12,-4,-12,6
CC1CCCC(C)N1C(=O)CSc1nc2c(c(=O)n(C)c(=O)n2C)n1C (centres undefined),-7,2.6,8,-7,6,5,18,4
COc1ccc(OC)c(NC(=O)/C=C/c2ccccc2[N+](=O)[O-])c1,2,4.8,37,14,25,-10,18,37
CC1(C)Cc2nc(NCCN3CCOCC3)c(C#N)cc2CO1,1,-1.2,-3,8,1,2,-8,16
COc1ccc2cc(/C(C)=N/NC(=S)Nc3cc(S(=O)(=O)N4CCOCC4)ccc3N3CCOCC3)ccc2c1,2,-0.5,27,33,6,-4,-27,7
Cc1cc(NC(=O)CSCCc2ccncc2)no1,-1,0.7,7,-19,-2,3,3,-5
O=C(NCc1ccon1)C1CCC(=O)N(CCc2ccc(Cl)cc2)C1 (centres undefined),-7,0.5,5,-9,-3,5,10,4
Cc1ccc(-n2ncc3c(NCc4cccnc4)ncnc32)c(C)c1,-2,1.6,-3,19,6,22,-54,2
CC1CCN(S(=O)(=O)c2ccc(S(=O)(=O)NCc3ccccc3)cc2)CC1,-3,0.2,3,26,-13,-2,0,-20
COCCn1c(SCCCc2ccccc2)nc2c1c(=O)[nH]c(=O)n2C,1,-0.9,3,17,6,8,-16,16
CCc1ccc(-c2nc(CN3CCC(C(=O)NCCN(CC)c4ccccc4)CC3)c(C)o2)cc1,57*,3.7,-3,78*,20,7,-13,15
CC1Cc2ccccc2N1C(=O)c1cnc2sccn2c1=O (centres undefined),-1,2.4,-8,-10,-12,8,-1,-4
Cn1nnnc1SCC(=O)N1CCCc2ccccc21,-2,3.1,10,-11,-4,5,11,16
CC(C)c1ccc(/C=C/C(=O)NCc2ccc(S(N)(=O)=O)cc2)cc1,6,5.5,23,0,6,-5,2,-2
Cc1cccc(-c2noc(-c3cc4ccccc4oc3=O)n2)c1,-4,4.3,0,-132,-8,-61,-140,-13
CC(=O)Nc1ccc(Oc2sc(C(=O)c3ccccc3)c(N)c2C#N)cc1,-5,5.2,20,61*,8,-4,-31,20
O=C(c1cc(Cl)c(=O)n(Cc2ccccc2)c1)N1CCOCC1,2,-0.6,10,15,12,8,14,5
Cc1cc(C(=O)CSc2nc3ccccc3c(=O)[nH]2)c(C)n1C,2,8.7,-2,-39,12,6,9,-3
CC(C)(Oc1ccc(Cl)cc1)C(=O)NCc1ccco1,-3,-6.6,24,14,14,25,3,21
C=CCn1c(SCC(=O)NCCCO)nc2sc3c(c2c1=O)CCC3,-4,1.6,-3,0,-12,6,8,-8
O=C(NC1CCCC1)C(c1ccsc1)N(C(=O)Cc1cccs1)c1ccc(F)cc1 (centres undefined),0,-2.3,-7,7,-8,-5,-9,-8
COCC(=O)Nc1nc(-c2ccc(C)cc2)c(C)s1,0,-0.7,24,9,1,-11,-18,25
CC1CCN(C(=O)c2cc(Cl)nc3ccccc23)CC1,-4,1.7,19,-13,13,2,18,21
c1cc(-c2nnc3n2CCC3)[nH]n1,3,-1.0,-8,17,0,-4,-9,1
Cc1cccc(NC(=O)Cn2nc([N+](=O)[O-])c(Br)c2C)n1,-2,2.5,9,-6,9,2,14,24
O=C(NCc1cccnc1)C1CC(c2ccccc2O)=NO1 (centres undefined),0,2.1,8,-3,-1,1,-3,3

Complete entries, quoted from the list:
`COCC(=O)Nc1nc(-c2ccc(C)cc2)c(C)s1` is listed as XBP1 UPR activ = 0; UPR CHOP act = -0.7; tim10-1 inh = 24; Mdm2-MdmX inh = 9; TIM10 inh = 1; Jurkat NFkB inh = -11; 697 NFkB inh = -18; tim23-1 inh = 25
`Cc1cccc(-c2noc(-c3cc4ccccc4oc3=O)n2)c1` is listed as XBP1 UPR activ = -4; UPR CHOP act = 4.3; tim10-1 inh = 0; Mdm2-MdmX inh = -132; TIM10 inh = -8; Jurkat NFkB inh = -61; 697 NFkB inh = -140; tim23-1 inh = -13

From PubChem

Rows were taken by chance; about 6.6% have a hit in one of these screens.
